High-throughput results deposited in PubChem by National Center for Advancing Translational Sciences (NCATS).
GAA glycogen = qHTS Assay for Inhibitors and Activators of Human alpha-Glucosidase Cleavage of Glycogen; recombinant GAA, glycogen substrate, Amplex Red glucose oxidase fluorescence; Potency, µM (highest dose often 76.4 µM), for inactives: at the top dose activity change, negative = inhibition, usual class: inhibitors; hit rate 0.38% among 300,000; active = well fitted inhibition curve with a large enough effect; inconclusive = small, poorly fitted or top-dose-only effect, or another doubt; inactive = no such curve, though single readings can be large or run the other way;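 note: 0% = full enzyme reaction and -100% = no-enzyme basal signal; the screen sought inhibitors and activators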
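Natural-substrate format: glycogen cleavage by 4 nM human enzyme, glucose read by Amplex Red coupling (Ex 573, Em 610 nm). Normalized to enzyme and no-enzyme controls.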
Starred values were filed as active, the others as inactive; ? = inconclusive; [ ] = dose if it differs, or a comment. Potency is the fitted concentration of half-maximal effect. This is a subset; rates above refer to the full screens.

SMILES	GAA glycogen
COC(=O)Cn1c(=NC(=O)CCS(=O)(=O)c2ccccc2)sc2c(OC)ccc(OC)c21	2%[76.3 µM]
CCOc1ccc(NC(=O)c2cnn(-c3ccccc3)c2-n2cccc2)cc1	-6%[76.3 µM]
O=C(/C=C/c1c(F)cccc1Cl)NCc1ccc2c(c1)OCO2	0%[76.3 µM]
COc1ccccc1OC(C)C(=O)Nc1cccc(-c2nc3ccccc3o2)c1 (stereo not drawn)	-7%[76.3 µM]
COCCCn1nnnc1SCC(=O)Nc1nc2ccccc2s1	5%
CC1CCC(NC(=O)CN(C)S(=O)(=O)c2ccc3c(c2)c(=O)n(C)c(=O)n3C)CC1 (stereo not drawn)	-6%[76.3 µM]
O=C(O)[C@H](Cc1ccccc1)N1C(=O)c2c(Cl)c(Cl)c(Cl)c(Cl)c2C1=O	2%[76.3 µM]
COCC(=O)Nc1ccc(S(=O)(=O)Nc2nccs2)cc1	-12%[76.3 µM]
Cc1ccc(S(=O)(=O)c2ccc(NC(=O)c3c(F)cccc3F)cc2)cc1	-5%
O=C(Nc1cccc(Cl)c1)c1cc(-c2ccco2)on1	-3%[76.3 µM]
COc1ccc(C(=O)Nc2cccc(-c3nc4cccnc4s3)c2C)c(OC)c1	-12%[76.3 µM]
Cc1cccc(NC(=O)Nc2ccc(Cl)cc2)n1	-10%[76.3 µM]
CCN(CC)CCNC(=O)C(=O)NCC1OCCN1S(=O)(=O)c1ccc(Cl)cc1 (stereo not drawn)	2%[76.3 µM]
CCOC(=O)c1c(NC(=O)COc2cc(C)ccc2C(C)C)sc(C)c1C	1%[76.3 µM]
Cc1cc(=O)[nH]c(SCC(=O)c2ccc(O)c(O)c2)n1	?
COc1ccc(NC(=O)CCNC(=O)c2ccco2)cc1S(=O)(=O)N(C)C	-10%[76.3 µM]
COc1ccc(S(=O)(=O)N2CCN(C(=O)N3CCOCC3)C2C)cc1 (stereo not drawn)	-3%[76.3 µM]
NCCN1C(=O)S/C(=C\c2ccc3c(c2)OCO3)C1=O	7%
O=S(=O)(c1cccc(S(=O)(=O)N2CCOCC2)c1)N1CCCCCC1	15%[76.3 µM]
Cc1nn(C(=O)c2cccc([N+](=O)[O-])c2)c(C)c1Cl	6%
CCOc1ccc(CCNS(=O)(=O)c2c(C)nc3scc(C)n3c2=O)cc1OCC	1%
COc1ccc(C(=O)n2nc(-c3ccco3)nc2NCc2cccs2)cc1	-7%[76.3 µM]
Cc1ccc(NC(=O)CNC(=O)Cc2cccc3ccccc23)nc1	1%[76.3 µM]
CCc1ccc(NC(=O)CCCn2nc(CC)n3c(cc4occc43)c2=O)cc1	0%[76.3 µM]
CCCCOc1cccc(/C=C(\C#N)C(=O)NC2CC2)c1	-3%[76.3 µM]
CCOc1ccccc1CN(CCc1ccc2c(c1)OCO2)Cc1cccc(OC)c1OC	5%[76.3 µM]
CCOC(=O)C1CCN(S(=O)(=O)c2cn(C)c(C)n2)CC1	-8%[76.3 µM]
Cc1cc2c(cc1S(=O)(=O)N(C)Cc1ccccc1)n(C)c(=O)c(=O)n2C	-6%[76.3 µM]
O=C(NNC(=O)c1ccccc1F)c1ccc2nc[nH]c2c1	-1%[76.3 µM]
Cc1nn(C(=O)COc2ccccc2)c(C)c1Sc1ccccc1	-2%[76.3 µM]
COc1cc2c(cc1OC)C1O[C@](CCCCN3C(=O)c4ccccc4C3=O)(C2)Oc2cc(C)n(Cc3ccccc3)c(=O)c21	16%[15.3 µM]
Cc1ccc(C)c(NC(=O)/C(C#N)=C/c2ccc[nH]2)c1	2%[76.3 µM]
CCc1cccc(CC)c1NC(=O)C(CC)n1nc(C)n2c(cc3cc(C)ccc32)c1=O (stereo not drawn)	13%[76.3 µM]
CCOC(=O)C1CCN(C(=O)c2cc3cc(F)ccc3[nH]2)CC1	-14%
COc1cccc(CN(Cc2ccco2)c2cnc(S(C)(=O)=O)nc2C(=O)Nc2cccc(Cl)c2C)c1	-7%[76.3 µM]
O=S(=O)(c1ccc2[nH]c3c(c2c1)CCCC3)N1CCCCC1	-4%[76.3 µM]
Cc1c(C(=O)Nc2ccc(F)cc2F)nnn1-c1ccccc1Br	-6%[76.3 µM]
COc1cccc(/C=C/c2[nH]c(=O)[nH]c(=O)c2[N+](=O)[O-])c1O	?
CC(C)(C)c1ccc(C(=O)Nc2c(C(=O)c3ccc(F)cc3)oc3ccccc23)cc1	14%[76.3 µM]
Cc1ccoc1C(=O)Nc1cccc2ccccc12	-11%[76.3 µM]

By substructure, the compounds so far with a halogen.
SMILES	GAA glycogen
O=C(/C=C/c1c(F)cccc1Cl)NCc1ccc2c(c1)OCO2	0%[76.3 µM]
O=C(O)[C@H](Cc1ccccc1)N1C(=O)c2c(Cl)c(Cl)c(Cl)c(Cl)c2C1=O	2%[76.3 µM]
Cc1ccc(S(=O)(=O)c2ccc(NC(=O)c3c(F)cccc3F)cc2)cc1	-5%
O=C(Nc1cccc(Cl)c1)c1cc(-c2ccco2)on1	-3%[76.3 µM]
Cc1cccc(NC(=O)Nc2ccc(Cl)cc2)n1	-10%[76.3 µM]
CCN(CC)CCNC(=O)C(=O)NCC1OCCN1S(=O)(=O)c1ccc(Cl)cc1 (stereo not drawn)	2%[76.3 µM]
Cc1nn(C(=O)c2cccc([N+](=O)[O-])c2)c(C)c1Cl	6%
O=C(NNC(=O)c1ccccc1F)c1ccc2nc[nH]c2c1	-1%[76.3 µM]
CCOC(=O)C1CCN(C(=O)c2cc3cc(F)ccc3[nH]2)CC1	-14%
COc1cccc(CN(Cc2ccco2)c2cnc(S(C)(=O)=O)nc2C(=O)Nc2cccc(Cl)c2C)c1	-7%[76.3 µM]
Cc1c(C(=O)Nc2ccc(F)cc2F)nnn1-c1ccccc1Br	-6%[76.3 µM]
CC(C)(C)c1ccc(C(=O)Nc2c(C(=O)c3ccc(F)cc3)oc3ccccc23)cc1	14%[76.3 µM]

(cont.)
SMILES	GAA glycogen
Fc1ccccc1CN1CCC(Cc2ccccc2)CC1	-5%[76.3 µM]
COc1ccc(CSC2=NCCN2)cc1Br	-5%[76.3 µM]
CCc1cccc(NC(=O)C2CCCN2S(=O)(=O)c2ccc3nc(-c4ccccc4)[nH]c3c2)c1 (stereo not drawn)	-6%[76.3 µM]
Cc1ccccc1NC(=O)Nc1cnccn1	-11%[76.3 µM]
Cc1cccn2c(=O)c3cc(C(=O)NCc4ccccc4)c(=N)n(CCOCCO)c3nc12	0%[76.3 µM]
CCNS(=O)(=O)c1cc(-c2nnc(Nc3cccc(C(F)(F)F)c3)c3ccccc23)ccc1C	-9%[76.3 µM]
CC(=O)Nc1ccc(C(=O)N/C(=C/c2ccccc2)C(=O)N2CCCCC2)cc1	1%
Cc1ccc(NC(=O)CC2Nc3cccc4cccc(c34)NC2=O)cc1 (stereo not drawn)	?
Cc1ccnc(SCC(=O)Nc2sccc2C#N)n1	-2%[76.3 µM]
NC(=O)c1nsc(C(=O)N(c2ccccc2)C(C(=O)NC2CCCC2)c2cccs2)c1N (stereo not drawn)	2%
CCOc1ccc(OCC)c(NC(=O)c2cc(-c3cccs3)nc3ccccc23)c1	-5%[76.3 µM]
Cc1ccc(N(C(=O)CNC(=O)c2cccs2)C(C(=O)NC2CCCC2)c2ccncc2)cc1 (stereo not drawn)	6%
CCc1cc2c(cc3c(=O)n(CC(=O)NCCc4ccc(OC)cc4OC)nc(CC)n32)s1	11%[76.3 µM]
Cc1ccc2c(C)c(C(=O)N(C)C(C)c3ccncn3)oc2c1C (stereo not drawn)	-2%[76.3 µM]
Cn1nc(C(=O)NC2CCCCC2)c2c1-c1ccccc1SC2	15%[76.3 µM]
COc1ccc(C(C)NC(=O)C2CCCC2)cc1OC (stereo not drawn)	-2%[76.3 µM]
Cc1ccc(N2CCN(C(=O)NC3CCCCC3)CC2)c(C)c1	-11%[76.3 µM]
Cc1cccc(NC(=O)Nc2ccc(Cl)c(Cl)c2)n1	4%[76.3 µM]
CCCN(CCC)CCCNC(=O)Cn1ncc2c3ccccc3n(Cc3ccccc3)c2c1=O	-16%[76.3 µM]
CCC(CC)C(=O)Nc1ccc2nc(SCC(=O)N3CCCC3)sc2c1	-4%[76.3 µM]
CCCN(C(=O)NCc1noc2ccc(C)cc12)c1ccc(Cl)c(Cl)c1	8%[76.3 µM]
COCc1cc(C)nc2sc(C(=O)Nc3ccc(OC)cc3)c(N)c12	4%[76.3 µM]
O=C(CSc1nc(NS(=O)(=O)c2ccccc2)cc(=O)[nH]1)Nc1ccccc1C(F)(F)F	-3%[76.3 µM]
CCc1cc(C(=O)N2CCCC(C(=O)c3ccc(C(F)(F)F)cc3)C2)n(C)n1 (stereo not drawn)	10%[76.3 µM]
CCOn1c(=O)c(-c2ccccc2)[n+]([O-])c2ccccc21	10%
Cc1ccc(-n2nc(CO)c(C(=O)NCc3cccnc3)n2)cc1C	-7%[76.3 µM]
CC(=O)Nc1ccc(S(=O)(=O)NCCC(=O)OCC(=O)N2CCN(C(=O)c3ccco3)CC2)cc1	-2%[76.3 µM]
Cc1nnc2c(N(C)S(=O)(=O)c3ccccc3)nc3ccccc3n12	-8%[76.3 µM]
Cc1ccc(OCC(=O)Nc2ccc(-c3nc4ccccc4o3)cc2)c(C)c1	10%[76.3 µM]
O=C(Cn1ncc2c([nH]c3ccccc32)c1=O)NCCc1ccc(Cl)cc1	-3%[76.3 µM]
CN(C)S(=O)(=O)N1CCC(Oc2ccc(C(=O)N3CCCCCCC3)cc2)CC1	-5%[76.3 µM]
COc1ccc(N2C(=O)CSC2c2ccc(F)c(F)c2)cc1 (stereo not drawn)	3%
CC(C)(C)c1ccc(C(=O)NNC(=O)CCC(=O)Nc2ccccc2)cc1	0%[76.3 µM]
CCCCOc1ccc(Cc2c(O)nc(SC)[nH]c2=O)cc1	1%[76.3 µM]
COc1cccc(CNC(=O)c2ccc(CN3CC(=O)N4CCCCC4C3=O)cc2)c1 (stereo not drawn)	-11%[76.3 µM]
O=[N+]([O-])c1cccc(NN=Nc2ccccc2)c1	3%
Cc1ccc(CNc2ccc(-c3nc(C(C)C)no3)cc2[N+](=O)[O-])cc1	14%[76.3 µM]
CC(=O)Nc1cccc(-n2cc3c(c2-c2ccccc2Cl)c(=O)n(C)c(=O)n3C)c1	-25%[76.3 µM]
CCCN1CCN(CC(O)COC(c2ccc(OC)cc2)c2ccc(OC)cc2)CC1 (stereo not drawn)	-5%
COc1ccc(C(CCN)c2ccc3c(c2)OCO3)cc1 (stereo not drawn)	-1%
CCC(NC(=O)Nc1ccc(OC)c(OC)c1)c1c(-n2cccc2)sc2c1CCN(C)C2 (stereo not drawn)	4%[76.3 µM]
Cc1ccc(/C=C2\SC(=S)N(CCC(=O)NNC(=O)c3ccccc3O)C2=O)cc1	-1%[76.3 µM]
Cc1ccc(Nc2nc3ccc(Cl)cc3n3cnnc23)cc1F	4%
COc1cc(SC)ccc1C(=O)Nc1ccc2ncccc2c1	6%[76.3 µM]
CC(C)(C)C(=O)CN1C2=NCCCN2c2ccccc21	12%[76.3 µM]
Cc1ccc(C2c3[nH]c4ccccc4c3C[C@H]3C(=O)N(c4ccccc4C(=O)N4CCC(C(=O)O)CC4)C(=O)N23)cc1 (stereo partly drawn)	19%[76.3 µM]
COCCCNC(=O)c1nn(C)c2c1CS(=O)(=O)c1ccccc1-2	-5%[76.3 µM]
Cc1c(NC(=O)Nc2cccc(C(F)(F)F)c2)sc2nc3n(c(=O)c12)CCC(C)CC3 (stereo not drawn)	4%[76.3 µM]
CCOC(=O)c1ccc(NC(=O)c2cc3c(n(-c4ccc(C)cc4)c2=O)CC(C)(C)CC3=O)cc1	1%[76.3 µM]
CC(C)Oc1ccc(C2CC(=O)N(C)C2=O)cc1 (stereo not drawn)	1%[76.3 µM]
COc1ccc(-c2noc(-c3ccc(NCc4ccc(C)cc4)c([N+](=O)[O-])c3)n2)cc1OC	13%[76.3 µM]
CCOc1ccc(-c2cc(OC(=O)c3ccc(F)cc3)c3c(C)oc(C)c3c(=O)c2)cc1	-11%[76.3 µM]
N#Cc1c(F)cccc1NCc1cccnc1	2%
CCc1nn(C(CC)C(=O)NCCCN2CC(C)CC(C)C2)c(=O)c2cc3oc(C)cc3n12 (stereo not drawn)	2%[76.3 µM]
COc1ccc(CNCCC(c2ccccc2)c2ccc(OC(C)C)cc2)cc1OC (stereo not drawn)	0%
CCOC(=O)c1nn2c(C(F)(F)F)cc(-c3ccc(C)cc3)nc2c1Cl	12%[76.3 µM]
COc1cc2c(cc1OC)C(c1ccccc1O)NCC2 (stereo not drawn)	-5%[76.3 µM]
CCC(Sc1nc(-c2ccccc2)[nH]c1S(=O)(=O)c1ccc(C)cc1)C(=O)O (stereo not drawn)	-11%[76.3 µM]
COc1cccc(-c2nc(CS(=O)(=O)CC(=O)NCCc3ccc(Cl)cc3)c(C)o2)c1	-12%[76.3 µM]
CCC(C)NC(=O)CCc1c(C)nc2c(c(C)nn2-c2ccc(C)cc2)c1C (stereo not drawn)	1%[76.3 µM]
Additional structures follow.
SMILES	GAA glycogen
COc1cccc(OCc2cc(C(=O)NCc3cnc4ccccn34)no2)c1	0%[76.3 µM]
CCCN1Cc2cccc(C(=O)Nc3cccc(C(=O)OCC)c3)c2C1=O	9%[76.3 µM]
CCC(=O)N1c2ccc(S(=O)(=O)CCC(=O)N3CCN(c4ccc(F)cc4)CC3)cc2CC1C (stereo not drawn)	-16%[76.3 µM]
COc1ccc2c(Sc3ccc(C)cc3)c(C(=O)NC(C)C)[nH]c2c1	-1%[76.3 µM]
O=c1ccc2ccccc2n1Cc1cccc(F)c1	6%
CCOC(=O)c1c(-c2ccc(OC)cc2)oc2cc(Br)c(O)cc12	4%
O=C(O)c1cccc(-n2c(/C=C/c3ccccc3)nc3ccccc3c2=O)c1	-5%
Cc1sc(NC(=O)CN2CCCC2)nc1-c1ccc2c(c1)CCN2C(=O)c1ccc(F)cc1	-1%
